Screening data (PubChem BioAssay)
PLK1 PBD inh: PLK1 (human) polo-box domain binding inhibition; 360,000 compounds, 2.8% hits; P53350; Plk1 PBD binding of FITC phosphopeptide, fluorescence polarization; Potency, µM, without a hit: max response, negative = inhibition, hits mostly inhibitors; also: potency is read from the fitted curve at half-maximal effect; series mostly up to about 57 µM; % is scaled to controls: 0 for no effect and ±100 for the full control effect; nearly all actives have a fitted effect of over 65% in size
PI5P4Ka inh: inhibitors of human PI5P4K alpha | PI5P4Kalpha enzyme, ADP-Glo luminescence, 60 min; stronger effect = lower value | 330,000 compounds, 1.2% hits | P48426 | max response, %; active = max response of -50% or lower; inconclusive = between -30% and -50%; inactive = -30% or higher; also: value at the top dose of about 77 µM; % is scaled to controls: 0 for no effect and ±100 for the full control effect
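qHTS, 1536-well: enzyme/substrate mix, compound by pin tool, 5 microM ATP final; RT 60 min; ADP-Glo reagents 1 (45 min) then 2 (30 min); luminescence.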
CCT modulator: modulators of cytosolic chaperonin (CCT/TRiC) activity; 360,000 compounds, 0.3% hits; activity change, % (no concentration beside the values), hits read low; AID 651819; purified chaperonin ATPase assay, HTRF ADP detection, 30 min; in the data active = activity change below about -30%; also: % is scaled to controls: 0 for no effect and ±100 for the full control effect
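Enzyme 40 or 20 nM (batch-dependent) in Tris pH 7.4/KCl/MgCl2/DTT; cpd 76 uM single point; ATP 10 uM; 30 min 37 °C; Transcreener ADP HTRF detection, 30 min RT; ratio 665/615.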
WRN inhibitor: blocks human WRN helicase; Q14191; WRN helicase unwinding, fluorescent forked duplex, kinetic; Potency, µM (highest dose often 114 µM), inactives show top-dose activity change, negative = inhibition, actives largely listed as inhibitors; 360,000 compounds, 0.46% hits; AID 651768; also: potency is read from the fitted curve at half-maximal effect; % is scaled to controls: 0 for no effect and ±100 for the full control effect; nearly all actives have a fitted effect of over 55% in size
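Screening of the MLSMR collection measured strand separation of a quenched forked DNA duplex (100 nM) by 20 nM WRN with 2 mM ATP, all final. Compounds were preincubated with enzyme 15 min at room temperature.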
EPAC2 ag: EPAC2 (human) agonism; 360,000 compounds, 0.079% hits; EPAC2 activation, biochemical qHTS; response scale: 100% = 6.5 mM cAMP response; Potency, µM (titrated, usually from 154 µM), for the others: at the top dose activation, most hits filed as activators; Q8WZA2; also: potency is read from the fitted curve at half-maximal effect; nearly all actives have a fitted effect of over 50% in size
Target sequence (Q8WZA2 whole entry, looked up): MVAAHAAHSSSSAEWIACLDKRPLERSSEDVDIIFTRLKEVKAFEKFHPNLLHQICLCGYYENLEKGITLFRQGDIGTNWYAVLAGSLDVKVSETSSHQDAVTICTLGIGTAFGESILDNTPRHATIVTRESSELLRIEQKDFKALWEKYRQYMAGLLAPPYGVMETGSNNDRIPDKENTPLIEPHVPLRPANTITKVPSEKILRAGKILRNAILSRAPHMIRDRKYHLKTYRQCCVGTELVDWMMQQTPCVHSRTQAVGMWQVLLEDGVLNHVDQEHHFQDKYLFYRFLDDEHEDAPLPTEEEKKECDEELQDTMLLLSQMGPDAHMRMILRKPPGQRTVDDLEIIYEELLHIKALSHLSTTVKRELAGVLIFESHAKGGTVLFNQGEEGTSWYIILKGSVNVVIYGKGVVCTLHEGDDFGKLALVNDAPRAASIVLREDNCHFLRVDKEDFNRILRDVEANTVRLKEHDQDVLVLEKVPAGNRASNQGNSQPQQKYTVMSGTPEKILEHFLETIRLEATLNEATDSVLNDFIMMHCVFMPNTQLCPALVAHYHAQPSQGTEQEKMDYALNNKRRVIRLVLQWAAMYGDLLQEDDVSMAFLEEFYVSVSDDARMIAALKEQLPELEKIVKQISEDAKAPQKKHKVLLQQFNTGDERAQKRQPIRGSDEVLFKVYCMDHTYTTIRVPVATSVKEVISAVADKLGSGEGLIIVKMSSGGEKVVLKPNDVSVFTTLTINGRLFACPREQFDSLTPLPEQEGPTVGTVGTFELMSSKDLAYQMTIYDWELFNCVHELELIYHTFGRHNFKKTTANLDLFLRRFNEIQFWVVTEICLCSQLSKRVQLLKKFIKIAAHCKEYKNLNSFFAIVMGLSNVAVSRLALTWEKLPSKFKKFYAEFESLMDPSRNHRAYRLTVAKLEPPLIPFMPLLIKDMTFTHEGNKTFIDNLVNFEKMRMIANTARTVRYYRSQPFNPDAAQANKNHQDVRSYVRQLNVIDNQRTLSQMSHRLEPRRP
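EPAC2 (100 nM) mixed with Rap1B loaded with BODIPY-GDP (250 nM) plus 50 uM unlabeled GDP; compounds pinned in, 5 min RT, then read every 5 min for 30 min (ex 480, em 540 nm). Normalized to cAMP control.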
EPAC1 antagonist: EPAC1 (human) antagonism; O95398; EPAC1 GEF assay, Rap1b-BODIPY-GDP exchange fluorescence; Potency, µM (highest dose often 115 µM), without a hit: at the highest dose activity change, negative = inhibition, most hits filed as inhibitors; 360,000 compounds, 0.14% hits; AID 720709;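 also: potency is read from the fitted curve at half-maximal effect; plate controls were vehicle for no effect and positive control for full effect; nearly all actives have a fitted effect of over 50% in size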
IL-2 act: activators of IL-2 | activation, % (series mostly up to about 46 µM) | IL-2 activation reporter assay, cell-based qHTS; stimulated with anti-CD3/CD4/CD28 beads; in transgenic mouse T cells | 360,000 compounds, 0.065% hits; in the data active = activation above about 50%; inconclusive = mostly about 30% to 49%; also: 0% is about no effect
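Quantitative HTS in unstimulated transgenic mouse T cells, with memory T cells as non-tolerant control and PMA/ionomycin as tolerance-bypass control. Compound pretreatment lasted 60 minutes before 18 h bead stimulation; EGFP/DsRed fluorescence read.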
EPAC1 ag: activates human EPAC1 exchange factor | O95398 | AID 720707 | 360,000 compounds, 0.073% hits | Potency, µM (series often up to 154 µM), for inactives: at the highest dose activation, usual class: activators | EPAC1 agonist qHTS, biochemical assay; response scale: 100% = response to 6.5 mM cAMP; also: potency is read from the fitted curve at half-maximal effect; nearly all actives have a fitted effect of over 60% in size
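Fluorescent GDP-exchange assay: 100 nM EPAC1 with 250 nM Rap1B preloaded with BODIPY-GDP and 50 uM GDP; compounds tested as concentration series, 5 min at room temperature, then read every 5 min for 30 min (ex 480/em 540 nm); normalized to 6.5 mM cAMP.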
* marks the source's active call; other numbers are inactive results; [ ] = dose if it differs, or a comment. Unless noted, calls follow the shape of the dose curve; as a rule, active = well fitted curve in the direction sought with a large enough effect; inconclusive = small, poorly fitted or top-dose-only effect, or another doubt; inactive = no such curve, though single readings can be large; an effect the other way counts as inactive or inconclusive. This is a subset; count on the stated rates, not on these rows.

What do the screens show for `OC(COC1CCCCC1)CN1CCCCC1` (stereo unspecified)?
PLK1 PBD inh: -2%; PI5P4Ka inh: 3; CCT modulator: 0.7; WRN inhibitor: -1%; EPAC2 ag: 1%; EPAC1 antagonist: -5%; IL-2 act: -1.1; EPAC1 ag: 4%

What do the screens show for `O=C(Nc1ccc(Cl)cn1)c1ccc(-c2ccc(Cl)c(Cl)c2)o1`?
PLK1 PBD inh: -11%; PI5P4Ka inh: 8; CCT modulator: -0.1; WRN inhibitor: -4%; EPAC2 ag: -4%; EPAC1 antagonist: 4%; IL-2 act: 0.4; EPAC1 ag: -3%

What do the screens show for `COc1ccc(C(=O)Nc2cc(Cl)ccc2Cl)c(OC)n1`?
PLK1 PBD inh: -2%; PI5P4Ka inh: 16; CCT modulator: 1.0; WRN inhibitor: 10%; EPAC2 ag: 3%; EPAC1 antagonist: 12%; IL-2 act: 0.4; EPAC1 ag: -7%

How did O=C(COc1ccc2ccccc2c1Br)Nc1ncn[nH]1 do in these assays?
PLK1 PBD inh: -7%; CCT modulator: -0.5; WRN inhibitor: 3%; EPAC2 ag: 4%; EPAC1 antagonist: 10%; IL-2 act: -1.4; EPAC1 ag: 6%

What do the screens show for `Cc1cc(Br)ccc1NC(=O)CN(C)C(=O)CNC(=O)Cc1ccccc1`?
PLK1 PBD inh: -1%; PI5P4Ka inh: -3; CCT modulator: 0.7; WRN inhibitor: -10%; EPAC2 ag: 12%; EPAC1 antagonist: -17%; IL-2 act: -1.8; EPAC1 ag: -1%

How did O=C(OCC(=O)N1CCN(c2ccccc2)CC1)c1ccc2ncsc2c1 do in these assays?
PLK1 PBD inh: -13%; PI5P4Ka inh: -24; CCT modulator: -1.1; WRN inhibitor: -13%; EPAC2 ag: 14%; EPAC1 antagonist: -11%; IL-2 act: 2.1; EPAC1 ag: 8%

Results for CC(=O)Nc1ccc(S(=O)(=O)N(C)CC(=O)N/N=C/c2cccc(O)c2)cc1 ?
PLK1 PBD inh: -10%; PI5P4Ka inh: 4; CCT modulator: -6.2; WRN inhibitor: -9%; EPAC2 ag: 21%; EPAC1 antagonist: -17%; IL-2 act: -0.2; EPAC1 ag: 12%

How did CCOc1ccc(-c2cc(CCCC(=O)NCc3ccco3)no2)cc1 do in these assays?
PLK1 PBD inh: -9%; PI5P4Ka inh: -3; CCT modulator: -4.7; WRN inhibitor: -5%; EPAC2 ag: -8%; EPAC1 antagonist: -17%; IL-2 act: -0.3; EPAC1 ag: -5%

What do the screens show for `COc1ccccc1N1CCN(/N=C\C(Br)=C\c2ccccc2)CC1`?
PLK1 PBD inh: -17%; PI5P4Ka inh: -1; CCT modulator: -4.3; WRN inhibitor: -8%; EPAC2 ag: 6%; EPAC1 antagonist: 12%; IL-2 act: -0.2; EPAC1 ag: -2%

How did CCC(C)(C)NC(=O)C(c1ccc(OC)cc1)N(C(=O)CCC(=O)Nc1cc(C)on1)c1ccc(OC)cc1OC (stereo unspecified) do in these assays?
PLK1 PBD inh: -9%; PI5P4Ka inh: 12; CCT modulator: -1.8; WRN inhibitor: 7%; EPAC2 ag: 9%; EPAC1 antagonist: -8%; IL-2 act: 0.7; EPAC1 ag: -1%

How did O=C(Cn1nc(-c2ccc(Cl)cc2)ccc1=O)NCCN1CCOCC1 do in these assays?
PLK1 PBD inh: -3%; PI5P4Ka inh: 0; CCT modulator: 1.9; WRN inhibitor: -5%; EPAC2 ag: 9%; EPAC1 antagonist: -16%; IL-2 act: -2.8; EPAC1 ag: -7%

Results for CC(C)CN(C(=O)CCC(=O)OC(C)C(=O)Nc1cccc(C#N)c1)c1c(N)n(CC(C)C)c(=O)[nH]c1=O (stereo unspecified) ?
PLK1 PBD inh: 2%; PI5P4Ka inh: 9; CCT modulator: -1.7; WRN inhibitor: -1%; EPAC2 ag: 3%; EPAC1 antagonist: -5%; IL-2 act: 0.0; EPAC1 ag: -4%

How did O=C(NCCc1ccc(Cl)cc1)C1CCN(C(=O)c2ccc(F)cc2)CC1 do in these assays?
PLK1 PBD inh: 0%; PI5P4Ka inh: -4; CCT modulator: 0.1; WRN inhibitor: -6%; EPAC2 ag: 5%; EPAC1 antagonist: 22%; IL-2 act: 0.2; EPAC1 ag: 3%

Results for COc1ccc(-c2cc(C(=O)Nc3ccc(C)c(C)c3)no2)cc1 ?
PLK1 PBD inh: -7%; PI5P4Ka inh: 9; CCT modulator: 0.8; WRN inhibitor: -4%; EPAC2 ag: 4%; EPAC1 antagonist: 12%; IL-2 act: 0.6; EPAC1 ag: 9%

Results for COc1ccccc1NC(=O)NNC(=O)COc1ccc2ccccc2c1 ?
PLK1 PBD inh: -17%; PI5P4Ka inh: -2; CCT modulator: -1.0; WRN inhibitor: 19%; EPAC2 ag: 3%; EPAC1 antagonist: -17%; IL-2 act: 1.1; EPAC1 ag: 2%

What do the screens show for `O=C1[C@@H](Oc2ccccc2)[C@@H](c2ccccc2)N1c1ccccc1`?
PLK1 PBD inh: -9%; PI5P4Ka inh: -1; CCT modulator: -1.8; WRN inhibitor: -5%; EPAC2 ag: 4%; EPAC1 antagonist: 11%; IL-2 act: -0.8; EPAC1 ag: -18%

What do the screens show for `Cc1cccc(C)c1OCCN1CCOCC1`?
PLK1 PBD inh: 3%; PI5P4Ka inh: 6; CCT modulator: 1.2; WRN inhibitor: 6%; EPAC2 ag: -4%; EPAC1 antagonist: -11%; IL-2 act: -0.1; EPAC1 ag: -6%

What do the screens show for `CC(=O)Nc1ccc(S(=O)(=O)N(Cc2ccccc2)c2ccccn2)cc1`?
PLK1 PBD inh: -1%; PI5P4Ka inh: 0; CCT modulator: 0.8; WRN inhibitor: -6%; EPAC2 ag: 2%; EPAC1 antagonist: 0%; IL-2 act: -0.1; EPAC1 ag: 20%

What do the screens show for `CC(C)(C)n1cn[nH]c1=S`?
PLK1 PBD inh: -15%; PI5P4Ka inh: -4; CCT modulator: -4.6; WRN inhibitor: 2%; EPAC2 ag: 11%; EPAC1 antagonist: -8%; IL-2 act: 0.2; EPAC1 ag: 4%

How did CCc1ccc(NC(=O)[C@H](C)NC(=O)C2CCN(C(=O)[C@@H](NC(=O)OC(C)(C)C)C(C)C)CC2)cc1 do in these assays?
PLK1 PBD inh: -6%; PI5P4Ka inh: 7; CCT modulator: 1.0; WRN inhibitor: 0%; EPAC2 ag: -5%; EPAC1 antagonist: 8%; IL-2 act: 1.8; EPAC1 ag: -9%

The final 2 entries of the section before lead into the next.
What do the screens show for `CC(C)(C)n1cn[nH]c1=S`?
PLK1 PBD inh: -15%; PI5P4Ka inh: -4; CCT modulator: -4.6; WRN inhibitor: 2%; EPAC2 ag: 11%; EPAC1 antagonist: -8%; IL-2 act: 0.2; EPAC1 ag: 4%

How did CCc1ccc(NC(=O)[C@H](C)NC(=O)C2CCN(C(=O)[C@@H](NC(=O)OC(C)(C)C)C(C)C)CC2)cc1 do in these assays?
PLK1 PBD inh: -6%; PI5P4Ka inh: 7; CCT modulator: 1.0; WRN inhibitor: 0%; EPAC2 ag: -5%; EPAC1 antagonist: 8%; IL-2 act: 1.8; EPAC1 ag: -9%

How did O=C1NC(=O)C(=C2CCOC2=O)N1 do in these assays?
PLK1 PBD inh: 3%; PI5P4Ka inh: -1; CCT modulator: -1.5; WRN inhibitor: 0%; EPAC2 ag: 2%; EPAC1 antagonist: 2%; IL-2 act: -1.6; EPAC1 ag: 5%

Results for Cc1cc(C(F)(F)F)nn1Cc1n[nH]c(=S)n1Cc1ccccc1 ?
PLK1 PBD inh: -24%; PI5P4Ka inh: -54*; CCT modulator: -1.0; WRN inhibitor: 3%; EPAC2 ag: 9%; EPAC1 antagonist: 9%; IL-2 act: -1.5; EPAC1 ag: 1%

How did O=C(O)c1ccc(/C=C/c2nc3ccccc3c(=O)[nH]2)cc1 do in these assays?
PLK1 PBD inh: -18%; PI5P4Ka inh: 1; CCT modulator: -2.4; WRN inhibitor: -3%[57.1 µM]; EPAC2 ag: 10%; EPAC1 antagonist: -22%; IL-2 act: 0.9; EPAC1 ag: 3%

What do the screens show for `O=C(N/N=C/c1ccco1)c1cc(-c2ccccc2)n[nH]1`?
PLK1 PBD inh: -13%; PI5P4Ka inh: -17; CCT modulator: -2.0; WRN inhibitor: -14%; EPAC2 ag: 7%; EPAC1 antagonist: 6%; IL-2 act: 0.0; EPAC1 ag: 3%

How did Cc1ccc2[nH]c(=O)c(C(c3nnnn3C(C)(C)C)N3CCN(C(=O)c4ccco4)CC3)cc2c1 (stereo unspecified) do in these assays?
PLK1 PBD inh: 2%; CCT modulator: -2.4; WRN inhibitor: -6%; EPAC2 ag: 8%; EPAC1 antagonist: -2%; IL-2 act: -1.3; EPAC1 ag: 7%

Results for O=C(Nc1ccccc1N1CCCCC1)c1ccc2nccnc2c1 ?
PLK1 PBD inh: -16%; PI5P4Ka inh: 0; CCT modulator: -0.3; WRN inhibitor: -14%; EPAC2 ag: -10%; EPAC1 antagonist: -5%; IL-2 act: 0.6; EPAC1 ag: 19%

Results for COC(=O)c1c(-c2ccccc2)csc1NC(=O)c1c(-c2ccccc2)noc1C ?
PLK1 PBD inh: -21%; PI5P4Ka inh: -1; CCT modulator: -4.2; WRN inhibitor: inconclusive; EPAC2 ag: 5%; EPAC1 antagonist: 6%; IL-2 act: 1.3; EPAC1 ag: 4%

Results for COc1cccc(CNC(=O)c2ccc(NS(=O)(=O)c3ccc4[nH]c(=O)[nH]c4c3)cc2)c1 ?
PLK1 PBD inh: -1%; PI5P4Ka inh: -1; CCT modulator: -0.6; WRN inhibitor: -5%; EPAC2 ag: 8%; EPAC1 antagonist: -6%; IL-2 act: -0.4; EPAC1 ag: 9%

Results for O=C(O)CC(NS(=O)(=O)c1ccc2c(c1)OCCO2)c1ccccc1[N+](=O)[O-] (stereo unspecified) ?
PLK1 PBD inh: -12%; PI5P4Ka inh: 0; CCT modulator: -1.9; WRN inhibitor: -5%; EPAC2 ag: 6%; EPAC1 antagonist: 1%; IL-2 act: -0.4; EPAC1 ag: 3%

Results for CC(C)NC(=O)COc1ccc(S(=O)(=O)N2CCOCC2)cc1 ?
PLK1 PBD inh: -9%; PI5P4Ka inh: -1; CCT modulator: -3.0; WRN inhibitor: 4%; EPAC2 ag: 10%; EPAC1 antagonist: -6%; IL-2 act: -1.0; EPAC1 ag: 4%

What do the screens show for `COc1ccc(OC2C(=O)N(Cc3ccc(F)cc3)C2c2ccc(OC)c(OC)c2)cc1` (stereo unspecified)?
PLK1 PBD inh: -8%; CCT modulator: 0.7; WRN inhibitor: -5%; EPAC2 ag: 23%; EPAC1 antagonist: -3%; IL-2 act: -1.2; EPAC1 ag: 26%
